Assay outcomes (PubChem BioAssay)
NCI-60 one-dose screen, 48 h, at 10 µM unless noted. Numbers give growth in % (100 = growth as untreated, 0 = no growth, -100 = all killed).
CCRF-CEM – CCRF-CEM leukemia. AID 1794778. 7% of 77,000 active
A549/ATCC – A549/ATCC NSCLC. 3.7% of 81,000 active. AID 1794740
M14 – M14 melanoma | 6.2% of 80,000 active
LOX IMVI – LOX IMVI melanoma; 7.4% of 79,000 active
SK-MEL-5 – SK-MEL-5 melanoma. 6.4% of 80,000 active. AID 1794755
EKVX – EKVX NSCLC. 3% of 71,000 active
HOP-62 – HOP-62 NSCLC. 3.9% of 80,000 active. AID 1794735
HOP-92 – HOP-92 NSCLC cells. 6.3% of 71,000 active
* hit, by the source's call; · = no result given; & = joins results of further samples. The calls were made as follows: active = growth percent below 10; inactive = the rest. Rows were taken by chance, and some 12% of all compounds hit somewhere here.

Screens in order: LOX IMVI	HOP-92	CCRF-CEM	SK-MEL-5	A549/ATCC	HOP-62	M14	EKVX
NC(=O)C1(Nc2ccc(C(=O)O)cc2)CCCC1
 : 84	·	84	100	85	112	104	106
Cc1ccc2nc(COc3ccc(C(=O)NNC(=S)NC(=O)c4ccccc4)cc3)[nH]c2c1
 : 34	81	51	46	54	45	65	52
CS(=O)(=O)Nc1ccc(C(=O)/C=C2/C(=O)Nc3ccc(F)cc32)cc1
 : 94	49	88	99	102	95	97	92
O=NN(c1cccc(C(F)(F)F)c1)c1ccccn1
 : 102	97	111	106	110	104	105	·
COc1ccccc1NC(=O)N/N=C/c1c[nH]c2ccccc12
 : -51*	48	17	4.5*	31	48	15	12
CC(=O)OC[C@]12CCC(C)(C)C=C1[C@H]1CC[C@@H]3[C@@]4(C)CCCNC(C)(C)[C@@H]4CC[C@@]3(C)[C@]1(C)CC2
 : 72	83	39	9.3*	83	92	65	90
CC1CCCC[N+]12CCCC2 (stereo not drawn)
 : 89	·	·	105	100	103	105	·
O=C(Cn1c[n+](CC(=O)c2ccc(Br)cc2)c2ccccc21)Nc1cccc2cccnc12
 : 91	86	88	96	105	88	100	90
CN(C)NC(=S)Nc1ccccc1
 : 103	·	92	107	·	·	101	105
N#Cc1ccc(N2CSC3=N/C(=C\c4ccc(Cl)cc4)C(=O)N3C2)cc1
 : 91	74	92	76	92	104	91	·
CCOc1ccc(C(CC)Oc2ccc(C(=O)NS(=O)(=O)C(C)(C)C)cc2C(F)(F)F)nc1 (stereo not drawn)
 : 102	110	107	101	103	102	102	98
CCOC(=O)c1ccc(N2C(=O)/C(=C/N3N=C(c4ccccc4)CC3c3ccc(N(C)C)cc3)SC2=S)cc1 (stereo not drawn)
 : 95	80	101	97	93	92	89	·
COc1cc(C(=O)/C=C/c2cccnc2Nc2ccccc2)cc(OC)c1OC
 : -50*	·	-16*	-99*	2.7*	-74*	-70*	-5.3*
COc1ccc(C2=NOC(C(=O)N3CC(C)OC(C)C3)C2)cc1OC1CCCC1 (stereo not drawn)
 : 97	106	109	99	98	96	97	93
COc1cccc(NC(=O)[C@H](C(C)C)n2c(=O)[nH]c3ccccc3c2=O)c1
 : 100	110	95	99	98	102	107	·
O=Nc1c(O)ccc2ccccc12.O=Nc1c(O)ccc2ccccc12.O=Nc1c([O-])ccc2ccccc12.[Fe+3]
 : 99	95	107	·	106	88	97	·
CN(C)CCCSc1ccccc1NC1=C(Cl)C(=O)C(Nc2ccccc2SCCCN(C)C)=C(Cl)C1=O
 : -82*	79	-15*	91	101	118	95	67
Nc1c(C(=O)N/N=C/c2ccc(Oc3ccccc3)cc2)cnn1CC(O)c1ccccc1 (stereo not drawn)
 : 88	94	97	96	83	85	95	100
O=[N+]([O-])CC(c1cccs1)c1c[nH]c2ccccc12 (stereo not drawn)
 : 83	97	90	94	93	82	74	85
Cc1ccccc1C1=N[C@@H](Cc2ccccc2)C(=O)c2c(nc3ccccn23)N1
 : 92	90	105	103	92	93	102	·
COC(=O)c1nc(N)nc(C(=O)OC)c1C(=O)Cc1ccccc1
 : 40	76	33	84	84	71	80	70
O=C(Nc1ccccc1Cl)N1CCC2N(C(=O)Nc3ccccc3Cl)CCC3N(C(=O)Nc4ccccc4Cl)CCC1N23 (stereo not drawn)
 : 106	108	97	105	123	105	104	102
CN(C)CCN1C(=O)c2c(c3c4ccccc4n4c3c3c2c2ccccc2n3C2CC(O)C(O)C4(C)O2)C1=O (stereo not drawn)
 : 1.9*	76	31	34	5.5*	14	24	47
O=C(Cc1ccccc1)Nn1c(NCC(=O)N2c3ccccc3Sc3ccccc32)nnc1-c1ccc(O)cc1
 : 93	37	89	102	97	100	104	100
Cc1ccc(-n2nnc3c(N)c(C#N)c(N)nc32)cc1
 : 95	100	98	96	82	89	·	45
CC(N)C#N (stereo not drawn)
 : 84	·	·	102	102	100	94	·
O=C(/C=C/c1cc2ccccc2[nH]c1=O)c1ccc(O)cc1
 : 27	·	·	96	·	42	76	87
Nc1ccc(-c2ccc(F)cc2)cc1NC(=O)N1CCC2(CCOC2)CC1
 : 75	91	92	83	81	71	83	28
COc1cccc(C(=O)CC(c2ccccc2)C(C)(C)[N+](=O)[O-])c1 (stereo not drawn)
 : 95	·	71	95	96	107	99	·
CCN1[C@@H]2CC[C@H]1/C(=C\c1ccc(OC)c(OC)c1)C(=O)/C2=C/c1ccc(OC)c(OC)c1
 : 40	50	32	34	66	89	47	48

Limited to LOX IMVI and EKVX (two entries from above):
molecule	LOX IMVI	EKVX
O=[N+]([O-])CC(c1cccs1)c1c[nH]c2ccccc12 (stereo not drawn)	83	85
Cc1ccccc1C1=N[C@@H](Cc2ccccc2)C(=O)c2c(nc3ccccn23)N1	92	·

Further results.
Screens in order: LOX IMVI	HOP-92	CCRF-CEM	SK-MEL-5	A549/ATCC	HOP-62	M14	EKVX
CCCCCn1c(=O)c2c(nc(NCCc3ccc(O)c(O)c3)n2C)n(C)c1=O
 : 94	82	60	83	101	111	99	91
CCCC(O)Cn1ncc(C(=O)OCC)c1NC(=O)NCc1ccccc1C(F)(F)F (stereo not drawn)
 : 94	79	80	88	86	96	93	97
Cc1cc(/C=C2\SC(=Nc3ccccc3)N(C3CCCC3)C2=O)c(C)n1-c1ccc(Cl)cc1
 : -73*	-74*	-10.0*	-98*	-28*	-70*	-70*	·
CN=S(=O)(OCCCCOS(=O)(=NC)c1ccc(C)cc1)c1ccc(C)cc1 (stereo not drawn)
 : 103	109	104	97	93	101	104	·
COc1ccc(C2=NN(C(=O)c3cc(-c4ccccc4)nc4ccccc34)C(c3cc(-c4ccccc4)nn3-c3ccccc3)C2)cc1 (stereo not drawn)
 : 61	69	49	77	70	74	67	81
N#Cc1c(-c2cccc(F)c2)cc(-c2ccccn2)[nH]c1=O
 : 93	100	85	98	97	86	88	105
N#Cc1c(-c2cccs2)cc(-c2cnccn2)nc1SCC(=O)NNC(=S)Nc1ccccc1
 : 92	·	90	85	94	94	119	97
N#Cc1c(-c2ccc(F)cc2)nn(CC(=O)N2CCOCC2)c1N
 : 96	107	99	100	104	103	97	92
COc1cccc(-c2nc3sccn3c2-c2ccnc(NCCCNS(=O)(=O)c3ccc(C(F)(F)F)cc3)c2)c1
 : 55	69	40	6.0*	44	91	48	46
COc1ccc(-n2c(SCc3n[nH]c(=S)o3)nc3ccc(Cl)cc3c2=O)cc1
 : 101	·	99	94	98	97	112	99
CC1(C)NCCC[C@]2(C)[C@H]3CC(=O)[C@H]4[C@@H]5C[C@](C)(CO)CC[C@]5(C)CC[C@@]4(C)[C@]3(C)CC[C@@H]12
 : 97	84	93	98	92	92	93	97
CCCCc1ccc(N2CCC(=O)NC2=S)cc1
 : 97	95	104	99	100	105	116	104
O=C(CC(=O)C(F)(F)C(F)(F)C(F)(F)F)c1ccc(Cl)s1
 : 103	·	102	112	106	100	101	104
NS(=O)(=O)Oc1ccc(NC(=O)c2ccccc2)cc1
 : 95	97	108	101	99	104	110	105
CCN1CCCCN(CC(=O)NC23CC4CC(CC(C4)C2)C3)CC1
 : 80	90	96	101	93	·	86	99
CC/C=C\C[C@H](O)C/C=C1/C(=O)C(Cl)=C[C@@H]1C/C=C\CCCC(=O)O
 : 4.1*	98	2.6*	69	100	97	36	64
O=c1oc2ccc(I)cc2c(=O)n1-c1ccc(I)cc1F
 : 5.0*	-10*	6.9*	·	6.2*	-8.2*	-3.0*	9.8*
Cn1c(O)c(N=Nc2nc(-c3cc4ccccc4oc3=O)cs2)c2cc(Br)ccc21
 : 57	-15*	98	96	98	12	89	65
COc1cccc2c1O/C(=C\c1ccc([N+](=O)[O-])s1)C2=O
 : 41	15	44	74	79	92	48	·
CS(=O)(=O)Nc1cc(-c2ccc3ncnc(Nc4ccc5[nH]ncc5c4)c3c2)cnc1Cl
 : 66	0.9*	·	81	92	55	81	62
COc1ccc(-c2cc(NC(=O)Nc3cccc(Br)c3)no2)cc1
 : 100	104	105	101	103	96	99	91
CC(=O)Nc1cccc2c1CCCC2
 : 94&97	81&97	100&83	100&100	88&64	84&92	101&94	95&97
C#CCOc1ccc(C(Nc2ccc(Cl)cc2)c2nnnn2C2CCCCC2)cc1OC (stereo not drawn)
 : 100	85	92	89	89	92	·	70
CC(C)=NOC(=O)Nc1ccc(Cl)cc1
 : 83	95	75	92	92	94	103	91
C[C@@]1(O)c2ccccc2N2C(=O)C(=O)N3[C@H](c4cccnc4)[C@@]45C=C[C@@]23[C@H]1[C@@H]4CC(=O)N5
 : 103	93	109	106	104	97	98	112
O=C1N/C(=N\c2nnc(-c3ccc(O)cc3)s2)S/C1=C\c1cccnc1
 : 96	104	91	98	85	102	101	103
O=C1CCC(c2ccc(Oc3ccc(C4=NNC(=O)CC4)cc3)cc2)=NN1
 : 95	101	80	101	98	109	106	92
CC(C)C1=CC2=CC[C@@H]3[C@](C)(CCC[C@@]3(C)C(=O)OCC#CCN3CCOCC3)[C@H]2CC1
 : 86	88	72	53	83	92	98	65
COc1ccc(Nc2c3c4c(cccc4[nH]c2=O)C(=O)c2ccccc2-3)cc1
 : 24	15	-0.5*	-42*	21	28	12	42
CCOC(=O)CC(C)(N)NC(N)=O (stereo not drawn)
 : 97	101	99	106	103	102	107	·
CCNC(=O)Oc1ccc(/C(=C(\C)c2ccccc2)c2ccc(OCCCN(C)C)cc2)cc1
 : 67	69	83	81	79	87	20	84
COc1ccc(NC(=O)CCn2cnc3c2c(=O)n(C)c(=O)n3C)cc1
 : 97	77	89	106	89	93	97	107
NC(=O)c1c(Cl)c(Cl)c(Cl)c(Cl)c1C(=O)O
 : 100	·	95	96	99	109	111	·
COc1ccc2[nH]c(=O)c(C=O)cc2c1
 : 81	90	88	100	102	102	95	50
FC(F)(F)c1ccc(/C=N/Nc2nnc3n2N=C(c2ccccc2)CS3)cc1
 : 99	118	94	75	91	121	112	95
O=[N+]([O-])c1ccc2cc(O)c(=S)[nH]c2c1
 : 88	101	105	96	100	92	101	94
CCOc1ccc(NC(=O)CSc2oc(-c3ccccc3)nc2S(=O)(=O)c2ccccc2)cc1
 : 92	71	78	72	84	95	84	89
COc1cccc(/C=N/Nc2nc3ccccc3s2)c1OC
 : 48	74	77	53	69	69	91	96
COc1cc2nc(-c3ccc(NC(=O)/C=C/c4ccc(C(F)(F)F)cc4)cc3)sc2c(OC)c1OC
 : 107	·	90	95	106	120	102	89
COC(=O)c1cc(Nc2nc(O)c(C3=c4cc(OC)ccc4=NC3=O)s2)ccc1O
 : 99	99	98	97	97	126	95	113
CC1=CSC2=NC(c3ccc(Cl)c(Cl)c3)=CC(c3ccc(Cl)cc3)N12 (stereo not drawn)
 : -82*	-42*	32	14	51	31	0.2*	·

Filtered by structure: the compounds so far with an NH in an aromatic ring (11)
Screens in order: LOX IMVI	HOP-92	CCRF-CEM	SK-MEL-5	A549/ATCC	HOP-62	M14	EKVX
Cc1ccc2nc(COc3ccc(C(=O)NNC(=S)NC(=O)c4ccccc4)cc3)[nH]c2c1
 : 34	81	51	46	54	45	65	52
COc1ccccc1NC(=O)N/N=C/c1c[nH]c2ccccc12
 : -51*	48	17	4.5*	31	48	15	12
COc1cccc(NC(=O)[C@H](C(C)C)n2c(=O)[nH]c3ccccc3c2=O)c1
 : 100	110	95	99	98	102	107	·
O=[N+]([O-])CC(c1cccs1)c1c[nH]c2ccccc12 (stereo not drawn)
 : 83	97	90	94	93	82	74	85
O=C(/C=C/c1cc2ccccc2[nH]c1=O)c1ccc(O)cc1
 : 27	·	·	96	·	42	76	87
N#Cc1c(-c2cccc(F)c2)cc(-c2ccccn2)[nH]c1=O
 : 93	100	85	98	97	86	88	105
COc1ccc(-n2c(SCc3n[nH]c(=S)o3)nc3ccc(Cl)cc3c2=O)cc1
 : 101	·	99	94	98	97	112	99
CS(=O)(=O)Nc1cc(-c2ccc3ncnc(Nc4ccc5[nH]ncc5c4)c3c2)cnc1Cl
 : 66	0.9*	·	81	92	55	81	62
COc1ccc(Nc2c3c4c(cccc4[nH]c2=O)C(=O)c2ccccc2-3)cc1
 : 24	15	-0.5*	-42*	21	28	12	42
COc1ccc2[nH]c(=O)c(C=O)cc2c1
 : 81	90	88	100	102	102	95	50
O=[N+]([O-])c1ccc2cc(O)c(=S)[nH]c2c1
 : 88	101	105	96	100	92	101	94
